# IDH1 R132H inh – inhibitors of IDH1 R132H reductase, primary screen, biochemical, plate reader, single point | diaphorase/resazurin fluorescence, 60 min | 70,000 compounds, 0.18% hits | Isocitrate dehydrogenase [NADP] cytoplasmic (Homo sapiens), O75874 | inhibition, % at 10 µM; in the data active = inhibition above about 34%;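 also: 0% = DMSO and 100% = no enzyme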
# Target sequence (O75874 whole entry R132H): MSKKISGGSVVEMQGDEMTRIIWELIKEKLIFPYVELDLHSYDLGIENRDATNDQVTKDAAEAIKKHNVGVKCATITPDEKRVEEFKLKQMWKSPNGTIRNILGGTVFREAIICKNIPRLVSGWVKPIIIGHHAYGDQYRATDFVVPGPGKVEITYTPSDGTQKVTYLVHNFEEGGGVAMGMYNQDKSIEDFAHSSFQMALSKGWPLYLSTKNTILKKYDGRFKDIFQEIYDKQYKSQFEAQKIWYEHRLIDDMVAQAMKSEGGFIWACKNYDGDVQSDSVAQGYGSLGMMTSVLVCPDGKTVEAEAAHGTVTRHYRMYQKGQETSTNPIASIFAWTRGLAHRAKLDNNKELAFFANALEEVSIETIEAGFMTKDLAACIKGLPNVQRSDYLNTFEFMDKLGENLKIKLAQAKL
# PRC2 inh – EZH2/PRC2 methyltransferase inhibitors, primary screen, biochemical, DELFIA time-resolved fluorescence, single point; PRC2 H3K27 methylation, DELFIA TRF, 1 h; inhibition, % at 12.5 µM; 57,000 compounds, 0.35% hits;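 active = mean inhibition of replicates at least 50% and every single replicate also reaching 50%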;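 also: dimethyl H3K27 on biotinylated H3 21-44 peptide detected by antibody; plate controls were median neutral control wells for no effect and median positive control wells for full effect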
# Starred values were filed as active, the others as inactive; · = no result given.
SMILES	IDH1 R132H inh	PRC2 inh
COc1ccc(NC(=O)Nc2cccc3c2O[C@@H](CN(C)Cc2ccc(C(=O)O)cc2)[C@H](C)CN([C@@H](C)CO)C3=O)cc1	-0.6	·
Cc1ccc(S(=O)(=O)N(C)C[C@H]2Oc3ccc(NC(=O)CCN4CCOCC4)cc3CC(=O)N([C@@H](C)CO)C[C@H]2C)cc1	·	-13.0
NCC[C@H]1CC[C@H](NS(=O)(=O)Cc2ccccc2)[C@@H](CO)O1	-0.1	-8.8
CCC(=O)Nc1ccc2c(c1)C(=O)N(C)C[C@H](OC)[C@H](C)CN(Cc1ccccc1OC)[C@@H](C)CO2	-0.4	-8.6
C[C@H]1CN([C@@H](C)CO)C(=O)CCCn2cc(nn2)CO[C@H]1CN(C)Cc1cccnc1	4.6	-1.7
C[C@H](CO)N1C[C@H](C)[C@@H](CN(C)C(=O)Nc2ccc(F)cc2)Oc2ccc(NC(=O)C3CC3)cc2C1=O	0.2	-4.6
COc1ccc(NC(=O)Nc2ccc3c(c2)C(=O)N([C@@H](C)CO)C[C@@H](C)[C@H](CN(C)C(=O)Nc2ccc(F)cc2)O3)cc1	-0.3	-7.1
O=C(C[C@H]1CC[C@H](NC(=O)c2ccc3c(c2)OCO3)[C@@H](CO)O1)NC1Cc2ccccc2C1	0.2	11.0
O=C(CSc1nnc(C23CC4CC(CC(C4)C2)C3)o1)Nc1ccc(N2CCOCC2)c(Cl)c1	0.4	6.1
C[C@@H]1CN([C@@H](C)CO)C(=O)c2cc(-c3ccccc3F)cnc2O[C@H]1CN(C)C(=O)c1cnccn1	-8.8	-4.2
CC(C)CC#Cc1cnc2c(c1)C(=O)N([C@@H](C)CO)C[C@@H](C)[C@H](CN(C)C(=O)CC1CC1)O2	0.7	15.0
CC(C)C#Cc1cnc2c(c1)C(=O)N([C@@H](C)CO)C[C@@H](C)[C@@H](CN(C)Cc1ccccc1)O2	-0.4	-11.2
CC(C)C#Cc1ccc2c(c1)O[C@@H](CN(C)C(=O)CC1CC1)[C@@H](C)CN([C@H](C)CO)S2(=O)=O	-0.5	·
CO[C@H]1CN(C)C(=O)c2cc(NC(=O)c3ccccc3)ccc2OC[C@@H](C)N(C)C[C@H]1C	0.5	3.1
COc1cccc(S(=O)(=O)N(C)C[C@H]2Oc3cc(C4=CCCCC4)ccc3S(=O)(=O)N([C@H](C)CO)C[C@@H]2C)c1	·	0.7
Cc1c(NC(=O)CCCC(=O)O)cccc1C(=O)O	-0.1	-8.2
Cc1cc(C(=O)Nc2cccc3c2O[C@@H](CN(C)Cc2ccncc2)[C@@H](C)CN([C@H](C)CO)C3=O)n(C)n1	·	0.2
CCOC(=O)CSc1nc2ccc(Br)cc2c(=O)n1-c1ccccc1OC	-0.4	-0.5
Cc1cc(C(=O)Nc2cccc3c2O[C@@H](CN(C)C)[C@@H](C)CN([C@@H](C)CO)C3=O)n(C)n1	·	-12.7
C=CCOC(=O)C1=C[C@@H](c2ccc(C(F)(F)F)cc2)[C@H](CCCO)[C@@H](OCC)O1	·	4.5
OCCNc1nc2ccccc2n1CCOc1ccccc1	0.1	6.7
COc1ccccc1-c1cnc2c(c1)C(=O)N([C@H](C)CO)C[C@H](C)[C@H](CN(C)Cc1ccc(F)cc1)O2	-0.4	-5.5
C[C@@H]1CN([C@H](C)CO)C(=O)Cc2cc(NC(=O)CCC(F)(F)F)ccc2O[C@H]1CN(C)Cc1ccc(C(F)(F)F)cc1	0.1	·
Cc1noc(C)c1NC(=O)N(C)C[C@H]1Oc2ccc(NC(=O)NC3CCCCC3)cc2C(=O)N([C@@H](C)CO)C[C@@H]1C	2.1	·
COc1ccccc1-c1cnc2c(c1)C(=O)N([C@@H](C)CO)C[C@@H](C)[C@H](CN(C)CC1CCOCC1)O2	0.1	-0.5
C[C@H]1CN([C@@H](C)CO)C(=O)c2cccc(NC(=O)c3cnccn3)c2O[C@H]1CN(C)Cc1ccc(Oc2ccccc2)cc1	0.6	2.8
COc1cccc(CNc2nc3nc(C)c(Cc4ccccc4)c(=O)n3[nH]2)c1	-0.4	1.2
C[C@H]1CN([C@@H](C)CO)C(=O)c2cc(-c3ccc(F)cc3)cnc2O[C@H]1CN(C)C(=O)CN(C)C	0.0	0.8
Cc1noc(C)c1NC(=O)N(C)C[C@H]1Oc2ccc(NC(=O)Cc3cn(C)c4ccccc34)cc2CC(=O)N([C@@H](C)CO)C[C@@H]1C	-12.8	·
COCC(=O)Nc1ccc2c(c1)OC[C@@H](C)N(C(=O)c1ccncc1)C[C@H](C)[C@@H](OC)CN(C)C2=O	0.3	5.9

# No new results follow: 3 of the compounds above.
SMILES	IDH1 R132H inh	PRC2 inh
Cc1noc(C)c1NC(=O)N(C)C[C@H]1Oc2ccc(NC(=O)NC3CCCCC3)cc2C(=O)N([C@@H](C)CO)C[C@@H]1C	2.1	·
COc1ccccc1-c1cnc2c(c1)C(=O)N([C@@H](C)CO)C[C@@H](C)[C@H](CN(C)CC1CCOCC1)O2	0.1	-0.5
C[C@H]1CN([C@@H](C)CO)C(=O)c2cccc(NC(=O)c3cnccn3)c2O[C@H]1CN(C)Cc1ccc(Oc2ccccc2)cc1	0.6	2.8

# Remaining list, next part.
SMILES	IDH1 R132H inh	PRC2 inh
CCC(=O)N(C)C[C@@H]1Oc2ncc(C#CCC(C)C)cc2C(=O)N([C@H](C)CO)C[C@H]1C	0.6	-3.6
COc1ccc(NC(=O)Nc2ccc3c(c2)CC(=O)N([C@H](C)CO)C[C@H](C)[C@@H](CN(C)C(=O)Nc2ccc(C(F)(F)F)cc2)O3)cc1	0.4	·
O=C(C[C@@H]1C[C@H]2c3cc(NS(=O)(=O)c4ccc(F)cc4)ccc3O[C@H]2[C@@H](CO)O1)NCCN1CCCCC1	-0.2	-5.8
O=[N+]([O-])c1nn(-c2ccc(Cl)cc2)n(O)c1=NCC1CCCO1 (centres undefined)	-0.3	6.7
Cc1ccc(S(=O)(=O)N(C)C[C@H]2Oc3ccc(NS(C)(=O)=O)cc3CC(=O)N([C@@H](C)CO)C[C@@H]2C)cc1	-0.2	·
CCc1c(O)nc(SCC(=O)Nc2ccccc2OC)n(-c2ccccc2)c1=O	-0.3	2.2
C=CCOC(=O)[C@H]1[C@@H]2C(=O)O[C@@H](c3ccccc3)[C@@H](c3ccccc3)N2[C@@H](c2ccc(OCCOC(=O)[C@@H]3C[C@@H]4C(=O)N[C@@H](Cc5ccccc5)C(=O)N4[C@@H]3c3cccc(OCCO)c3)cc2)[C@]12C(=O)Nc1ccc(I)cc12	·	-5.4
C[C@H](CO)N1C[C@H](C)[C@H](CN(C)C(=O)NC2CCCCC2)Oc2c(NS(=O)(=O)c3cn(C)cn3)cccc2C1=O	-1.9	·
COc1ccc(S(=O)(=O)Nc2cccc3c2O[C@@H](CN(C)S(=O)(=O)c2ccc(Cl)cc2)[C@H](C)CN([C@@H](C)CO)C3=O)cc1	-0.3	·
Cc1ccc(S(=O)(=O)N(C)C[C@H]2OCCCC[C@H](C)Oc3ccc(NC(=O)C4CCCCC4)cc3C(=O)N([C@@H](C)CO)C[C@@H]2C)cc1	1.2	·
C[C@H](CO)N1C[C@H](C)[C@@H](CN(C)C(=O)Nc2cccc3ccccc23)OCCCC[C@H](C)Oc2ccc(NC(=O)Nc3ccc(C(F)(F)F)cc3)cc2C1=O	0.1	·
C[C@H]1CN([C@@H](C)CO)C(=O)Cc2cc(NC(=O)CCCN(C)C)ccc2O[C@@H]1CN(C)S(=O)(=O)c1ccccc1	1.8	-1.8
O=C(COc1ccc([N+](=O)[O-])cc1)Nc1cc(Cl)ccc1O	0.3	-20.0
O=C(NCC[C@@H]1CC[C@@H](NS(=O)(=O)c2cccc(Cl)c2)[C@@H](CO)O1)c1cnccn1	0.2	7.0
Cc1ccc(S(=O)(=O)N[C@@H]2CC[C@@H](CCNC(=O)c3ccccc3F)O[C@@H]2CO)cc1	0.0	4.3
C[C@@H]1CN([C@H](C)CO)C(=O)c2cc(NC(=O)Cc3cn(C)c4ccccc34)ccc2O[C@@H]1CN(C)Cc1ccc2c(c1)OCO2	-0.7	-8.3
CO[C@H]1CN(C)C(=O)c2cc(NC(=O)C3CCOCC3)ccc2OC[C@@H](C)NC[C@@H]1C	0.4	3.3
O=C(C[C@@H]1C[C@H]2c3cc(NC(=O)c4ccc5c(c4)OCO5)ccc3O[C@H]2[C@@H](CO)O1)NCc1ccc(Cl)cc1	-0.3	-7.0
CO[C@@H]1CN(C)C(=O)c2ccc(NS(C)(=O)=O)cc2OC[C@H](C)N(C(=O)C2CC2)C[C@H]1C	-0.1	6.1
CC(C)(C)[S@](=O)N1Cc2cc(C(=O)N3CCCCC3)nc(-c3cccc(-c4cccc(C#N)c4)c3)c2[C@@H]1CCO	0.4	-7.1

# Whole records as entered above.
# Results for CO[C@H]1CN(C)C(=O)c2cc(NC(=O)C3CCOCC3)ccc2OC[C@@H](C)NC[C@@H]1C → IDH1 R132H inh = 0.4; PRC2 inh = 3.3
# Results for CO[C@@H]1CN(C)C(=O)c2ccc(NS(C)(=O)=O)cc2OC[C@H](C)N(C(=O)C2CC2)C[C@H]1C → IDH1 R132H inh = -0.1; PRC2 inh = 6.1

# (list continues)
SMILES	IDH1 R132H inh	PRC2 inh
C[C@@H]1CN([C@H](C)CO)C(=O)c2cc(-c3ccc(F)cc3)cnc2O[C@H]1CN(C)C(=O)c1cccnc1	2.0	-8.5
C[C@@H]1CN([C@@H](C)CO)C(=O)c2cccc(NS(C)(=O)=O)c2O[C@H]1CN(C)Cc1ccc(-c2ccccc2)cc1	·	1.6
C[C@H](NC(=O)C[C@@H]1C[C@H]2c3cc(NC(=O)Nc4ccc(C(F)(F)F)cc4)ccc3O[C@H]2[C@@H](CO)O1)c1ccccc1	-0.1	-16.7
O=C(CCN1CCCCC1)NCC[C@@H]1CC[C@@H](NC(=O)Nc2ccc(Cl)cc2)[C@H](CO)O1	0.1	-21.3
C[C@H]1CN([C@@H](C)CO)C(=O)c2cc(C#Cc3cccnc3)cnc2O[C@H]1CN(C)C	3.1	-1.3
C[C@H]1CN([C@@H](C)CO)C(=O)c2cc(NC(=O)Cc3ccccc3)ccc2O[C@H]1CN(C)C(=O)Nc1ccc(F)cc1	0.1	·
C[C@H](CO)N1C[C@H](C)[C@@H](CN(C)S(=O)(=O)c2ccccc2)Oc2ccc(NC(=O)Cc3ccccc3)cc2C1=O	·	-2.2
COc1ccc(NC(=O)N(C)C[C@@H]2Oc3cc(-c4ccncc4)ccc3S(=O)(=O)N([C@@H](C)CO)C[C@@H]2C)cc1	-4.7	-6.6
CCCC(=O)Nc1ccc2c(c1)C(=O)N(C)C[C@@H](OC)[C@@H](C)CN(C(=O)c1cccnc1)[C@H](C)CO2	-0.3	-11.0
C[C@@H]1CCCCO[C@@H](CN(C)CC2CCCCC2)[C@H](C)CN([C@H](C)CO)C(=O)c2cc(NC(=O)Nc3cccc4ccccc34)ccc2O1	-3.1	·
C[C@@H]1CN([C@H](C)CO)C(=O)c2cc(-c3cncnc3)cnc2O[C@H]1CN(C)Cc1ccc(Oc2ccccc2)cc1	-4.8	-14.5
COc1ccc(NC(=O)N(C)C[C@@H]2Oc3c(NC(=O)c4ccncc4)cccc3C(=O)N([C@H](C)CO)C[C@H]2C)cc1	·	1.0
O=C(Cn1c(=O)oc2ccccc21)Nc1ccc(S(=O)(=O)N2CCCC2)cc1	-0.1	-10.5
C[C@@H]1CN([C@H](C)CO)C(=O)c2cc(NC(=O)Cc3ccccc3)ccc2O[C@@H]1CN(C)S(=O)(=O)c1ccc(F)cc1	-1.7	1.5
COc1ccccc1NC(=O)N[C@@H]1CC[C@@H](CCn2cc(-c3ccccc3)nn2)O[C@H]1CO	-0.4	-1.2
CCC(=O)N[C@H]1CC[C@H](CC(=O)OC)O[C@H]1CO	0.3	-3.1
COc1ccc(S(=O)(=O)Nc2ccc3c(c2)CC(=O)N([C@@H](C)CO)C[C@H](C)[C@H](CN(C)C(=O)NC(C)C)O3)cc1	0.6	·
C[C@H]1CN([C@@H](C)CO)C(=O)c2cc(NC(=O)Nc3ccc(C(F)(F)F)cc3)ccc2O[C@@H]1CN(C)S(=O)(=O)c1ccc(Cl)cc1	-0.8	·
O=C(C[C@H]1C=C[C@@H](NC(=O)C2CC2)[C@@H](CO)O1)NCC1CC1	-0.5	-2.2
CO[C@@H]1CN(C)C(=O)c2ccc(NS(C)(=O)=O)cc2OC[C@@H](C)N(Cc2nccs2)C[C@@H]1C	-0.1	2.1
CN(C)c1ccc2c(c1)[C@H]1C[C@@H](CC(=O)NCc3cccc(F)c3)O[C@@H](CO)[C@H]1O2	-2.1	-6.3
COc1ccccc1C(=O)Nc1ccc2c(c1)C(=O)N(C)C[C@H](OC)[C@@H](C)CN[C@@H](C)CO2	-0.2	6.6
COc1ccc(S(=O)(=O)N(C)C[C@H]2Oc3ccc(NS(=O)(=O)c4cccs4)cc3C(=O)N([C@H](C)CO)C[C@H]2C)cc1	3.0	·
Cc1ccc2oc(C(=O)Nc3nnc(SCc4ccccc4)s3)c(C)c2c1	-0.5	18.7
CC(=O)N[C@H]1CC[C@@H](CCNC(=O)Nc2ccc(C(F)(F)F)cc2)O[C@H]1CO	0.2	8.0
CCCCCS(=O)(=O)CCCCCCCCCCn1c(-c2ccc(O)cc2)c(C)c2cc(O)ccc21	-0.5	27.5
C[C@H](CO)N1C[C@H](C)[C@H](CN(C)C)Oc2cc(C#CCC3CCCC3)ccc2S1(=O)=O	0.5	-1.2
COCC#Cc1cnc2c(c1)C(=O)N([C@@H](C)CO)C[C@H](C)[C@H](CN(C)C(C)=O)O2	0.7	-11.0
COc1ccc(-c2cnc3c(c2)C(=O)N([C@@H](C)CO)C[C@@H](C)[C@@H](CN(C)C(=O)Cc2ccccn2)O3)cc1	0.1	0.9

# From PubChem

# Only part of the results is shown; count on the stated rates, not on these rows.
